Tb MetRS inh – blocks T. brucei methionyl-tRNA synthetase activity; purified T. brucei MetRS, ATP depletion, Kinase-Glo luminescence; inhibition, % at 11.9 µM; hit rate 0.4% among 360,000; AID 624268;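 active = inhibition above a per-plate cutoff of the control wells' mean inhibition plus 3 SD, cut at about 5.5% in these data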;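 note: 0% = DMSO wells median and 100% = median of wells with control inhibitor compound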
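Dosing: 11.9 µM compound single dose, 0.9% DMSO; Assay system: purified T. brucei MetRS enzyme; Measured by: Kinase-Glo luciferase luminescence reporting remaining unconsumed ATP; Schedule: 15 min plus 2 h at 25 °C.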
MsrA inhibitor – inhibits bovine methionine sulfoxide reductase A; AID 651718; purified bovine MsrA, absorbance read-out; hit rate 0.75% among 360,000; inhibition, % at 15.5 µM; in the data active = inhibition above about 4.5%;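 note: 0% = vehicle wells with enzyme and 100% = reference inhibitor wells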
STEP block – inhibitors of human striatal-enriched phosphatase STEP; P54829; recombinant STEP, OMFP fluorogenic substrate, fluorescence; inhibition, % at 20 µM; hit rate 0.25% among 360,000;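 active = inhibition at 20 µM, scaled per plate between control wells, above about 37%, limit read from the data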;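 note: 0% = DMSO with enzyme and substrate and 100% = substrate only without enzyme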
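System: isolated STEP enzyme; schedule: 20 min enzyme reaction at room temperature, protected from light; medium: Bis-Tris buffer pH 6.0, 2.5 mM DTT, 0.005% Tween 20; signal: fluorescence, 480/540 nm; dosing: single compound dose of 20 µM, 1% DMSO final; also added: OMFP substrate, 25 µM final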
LMPTP block – LMPTP (human) inhibition | P24666 | recombinant LMPTP-A, OMFP fluorogenic substrate, fluorescence intensity | inhibition, % at 20 µM | hit rate 0.22% among 360,000 | AID 651560;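 active = compounds that cut the enzyme signal by at least half of the control window in the single-dose screen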;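 note: plate controls were DMSO wells with enzyme plus substrate for no effect and substrate without enzyme for full effect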
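Test system – LMPTP-A enzyme · Amount – LMPTP-A at 0.625 nM final in the reaction · Buffer or medium – Bis-Tris pH 6.0, DTT, detergent · Reagent – OMFP 400 µM · Doses – single 20 µM dose · Schedule – reaction 50 min, room temperature, dark · Detection – fluorescence intensity of OMFP turnover product · Evaluation – percent inhibition versus substrate-only and uninhibited controls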
DNMT1 block – inhibitors of human DNMT1; AID 588458; DNMT1 molecular beacon, Hinp1I cleavage, fluorescence; inhibition (reported as % activation of signal), % at 10 µM; P26358; hit rate 0.83% among 360,000; in the data active = inhibition above about 50%
SUMO1 PPI mod – SUMO1-SIM interaction modulation. P63165. SUMO1 binding to a labelled peptide, TR-FRET, 1 h. inhibition, % at 20 µM. hit rate 0.33% among 360,000. AID 602429; in the data active = inhibition above about 37%
Target sequence (P63165 whole entry, looked up): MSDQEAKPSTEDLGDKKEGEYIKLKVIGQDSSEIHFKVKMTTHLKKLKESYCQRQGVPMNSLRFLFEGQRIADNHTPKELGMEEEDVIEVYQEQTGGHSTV
Scp-1 inhibitor – Scp-1 (human) phosphatase inhibition. Recombinant Scp1, phosphopeptide, malachite green phosphate absorbance. hit rate 0.88% among 340,000. Q9GZU7. inhibition, % at 20 µM. AID 493091;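 active = inhibition above about 50% at 20 µM, limit read from the data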;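 note: plate controls were DMSO wells with enzyme for no effect and wells lacking enzyme for full effect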
Target sequence (Q9GZU7 76-261 limits assumed): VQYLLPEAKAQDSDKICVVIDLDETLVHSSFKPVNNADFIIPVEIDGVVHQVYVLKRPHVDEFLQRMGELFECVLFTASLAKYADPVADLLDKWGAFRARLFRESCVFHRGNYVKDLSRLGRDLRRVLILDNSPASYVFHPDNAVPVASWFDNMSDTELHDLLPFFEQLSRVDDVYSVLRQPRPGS
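Material: truncated SCP-1 phosphatase (76-261aa) / Buffer or medium: 50 mM Tris acetate pH 5.5, 0.005% Tween-20, 10 mM MgCl2 / Compound dosing: one concentration, 20 µM, with 1.0% DMSO / Incubation: 45 min room-temperature reaction, 5 min colour, 30 min stabiliser / Detection: colorimetric free-phosphate detection, absorbance 630 nm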
CendR NRP1 mod – NRP-1/CendR interaction modulation; AID 602438; inhibition, % at 25 µM; FAM-RPARPAR peptide binding to NRP-1, fluorescence polarization; hit rate 0.85% among 360,000; O14786;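 active = inhibition or corrected inhibition above about 18%, plus a signal ratio from 0.5 to 1.5, limit read from the data, passing the limit was not always enough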; note: strong numbers were not always called active
E coli Lon inh – E. coli protease La inhibition. P0A9M0. purified E. coli Lon protease, fluorescence polarization. inhibition, % at 7.94 µM. hit rate 0.42% among 360,000. AID 602123; in the data active = inhibition above about 13%, passing the limit was not always enough;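 note: 0% = enzyme with probe and DMSO and 100% = no enzyme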
Target sequence (P0A9M0 whole entry, looked up): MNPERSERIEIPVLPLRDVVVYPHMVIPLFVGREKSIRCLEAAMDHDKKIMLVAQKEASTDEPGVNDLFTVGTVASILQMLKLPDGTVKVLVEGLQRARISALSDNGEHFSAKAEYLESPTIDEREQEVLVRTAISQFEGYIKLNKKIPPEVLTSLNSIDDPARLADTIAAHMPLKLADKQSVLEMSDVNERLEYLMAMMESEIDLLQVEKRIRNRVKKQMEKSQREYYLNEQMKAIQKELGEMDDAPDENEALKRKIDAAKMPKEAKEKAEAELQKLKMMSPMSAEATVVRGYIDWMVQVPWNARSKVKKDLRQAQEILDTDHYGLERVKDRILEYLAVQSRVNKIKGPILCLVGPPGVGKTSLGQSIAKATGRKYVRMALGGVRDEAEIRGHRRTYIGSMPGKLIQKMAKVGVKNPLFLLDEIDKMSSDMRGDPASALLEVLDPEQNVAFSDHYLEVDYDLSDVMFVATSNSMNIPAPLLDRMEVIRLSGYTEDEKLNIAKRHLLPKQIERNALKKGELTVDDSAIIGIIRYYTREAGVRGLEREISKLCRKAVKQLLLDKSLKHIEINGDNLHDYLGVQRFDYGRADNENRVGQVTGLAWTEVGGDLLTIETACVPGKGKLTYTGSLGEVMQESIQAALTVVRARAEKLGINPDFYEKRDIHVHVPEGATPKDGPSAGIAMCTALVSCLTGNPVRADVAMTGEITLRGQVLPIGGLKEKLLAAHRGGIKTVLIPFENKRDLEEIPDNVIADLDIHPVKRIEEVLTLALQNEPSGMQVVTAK
bovine MsrA act – bovine methionine sulfoxide reductase A activation; purified bovine MsrA, absorbance read-out; activation, % at 10.6 µM; hit rate 0.3% among 360,000; in the data active = activation above about 7.5%;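 note: 0% = vehicle and 100% = reference activator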
An asterisk follows results filed as active; · = no result given.

SMILES	Tb MetRS inh	MsrA inhibitor	STEP block	LMPTP block	DNMT1 block	SUMO1 PPI mod	Scp-1 inhibitor	CendR NRP1 mod	E coli Lon inh	bovine MsrA act
Cc1ccc(-c2nnc(Nc3ccc4c(c3)nc(C)n4C)c3ccccc23)cc1	-0.9	1.1	0	5.5	-2	-1	2	4	2	-9
Brc1ccc(N=NNc2ccccc2)cc1	0.8	0.1	-1	0.5	-6	-5	-5	-6	-15	-2
COC(=O)C(=O)/C=C(\O)c1c(C)cc(C)cc1C	-0.1	3.3	1	-1.0	-1	-1	-18	7	-10	1
COc1ccc(CCNC(=O)C2CCCN2C(=O)NC2CCCCC2)cc1OC (stereo unspecified)	0.1	-0.1	0	-0.6	-3	0	-1	11	-2	1
O=C(NNC(=S)Nc1ccccc1)c1ccccc1[N+](=O)[O-]	-0.7	1.1	2	5.0	5	-7	-1	20	-3	-6
Cc1ccc(NC(=O)COC(=O)CN2C(=O)NC3(CCCC3)C2=O)cc1F	-0.3	0.0	-1	0.4	-1	-1	0	2	-4	-12
O=C(Nc1ccccc1)N1CCC(=S)Nc2ccccc21	-0.7	1.2	-6	-0.7	6	15	-8	19	-9	-2
COC(=O)C1CSC(C(=O)OC)N1C(=O)CN1CC(C)OC(C)C1 (stereo unspecified)	-0.3	1.6	0	-1.6	1	0	-6	7	2	-3
CC(C)NC(=O)C1(C)CCN1C(=O)c1ccccc1 (stereo unspecified)	-0.2	1.4	-4	-1.3	-1	2	·	3	0	4
Cc1csc(Sc2ccc([N+](=O)[O-])cc2C(=O)OCC(=O)NC(=O)NC(C)(C)C)n1	-0.2	-1.0	2	1.8	-7	-20	33	0	-8	-3
COC(=O)c1cn(-c2cccc(C)n2)cn1	-0.9	-1.3	-3	0.2	4	0	-1	-2	-1	-9
O=C(NC(=S)NCCC1=CCCCC1)c1ccccc1Br	-0.3	-1.3	-3	3.5	-10	4	67*	17	3	1
Cc1c(/C(O)=C2/C(=O)C(=O)N(CCN3CCOCC3)C2c2cccnc2)cnn1-c1ccccc1 (stereo unspecified)	-1.5	3.8	-6	-3.6	0	-6	-3	20	-3	-9
Cn1c(N)c(C(=O)c2cc(-c3ccncc3)nc3ccccc23)c(=O)n(C)c1=O	-0.8	0.9	12	-1.6	1	-6	2	11	0	-8
CCOC(=O)C1=C2NC(=O)c3ccccc3N2C(=O)C1	-0.7	0.3	0	-0.9	2	2	-5	-11	14	-4
O=C(NCCC1CCCCN1S(=O)(=O)c1cccs1)C(=O)Nc1cccc(F)c1 (stereo unspecified)	-0.4	-0.9	-1	1.4	-3	11	-13	-4	-10	3
Cc1nnc(SCc2ccccc2Cl)n1CC1CCCO1 (stereo unspecified)	-0.8	0.8	0	-1.1	-1	1	5	-17	9	0
O=C(c1cccc(F)c1)N1CCN(Cc2c[nH]c3ccccc23)CC1	0.9	·	0	-1.2	-2	-3	1	3	-5	-9
CCOC(=O)N(Cc1ccccc1)C1CC1	-0.2	-0.7	3	-1.4	7	2	-15	6	-4	-2
Cc1ccc(S(=O)(=O)NCC(=O)NC2CC2)cc1	-0.6	-0.5	-2	-1.6	4	1	-2	15	-6	-3
CC(C)(Oc1ccc(CCNC(=O)c2ccc(-c3ccccc3)o2)cc1)C(=O)O	0.1	0.4	-5	-1.2	5	3	-8	-19	14	-1
Cc1ccc2c(c1C)NC(=O)C2(O)CC(=O)c1ccc2c(c1)OCO2 (stereo unspecified)	-0.8	0.3	-1	0.6	-6	-17	-3	-5	4	-11
O=C(/C=C/Nc1ccc(F)cc1)c1cccs1	-0.6	0.9	-1	-2.3	-2	-20	6	1	0	-5
Cc1ccc(CN(C)C(=O)c2cc(COc3cccc(C(F)(F)F)c3)on2)o1	-0.3	0.1	2	3.3	-1	0	-2	4	1	-3
Cc1nn(Cc2ccc(C(=O)Nc3ccccc3F)cc2)c(C)c1Cl	-0.1	-0.2	-4	-0.7	-4	0	-1	9	3	-3

Single records (already shown).
CCOC(=O)C1=C2NC(=O)c3ccccc3N2C(=O)C1 reads Tb MetRS inh: -0.7; MsrA inhibitor: 0.3; STEP block: 0; LMPTP block: -0.9; DNMT1 block: 2; SUMO1 PPI mod: 2; Scp-1 inhibitor: -5; CendR NRP1 mod: -11; E coli Lon inh: 14; bovine MsrA act: -4
Cc1nn(Cc2ccc(C(=O)Nc3ccccc3F)cc2)c(C)c1Cl reads Tb MetRS inh: -0.1; MsrA inhibitor: -0.2; STEP block: -4; LMPTP block: -0.7; DNMT1 block: -4; SUMO1 PPI mod: 0; Scp-1 inhibitor: -1; CendR NRP1 mod: 9; E coli Lon inh: 3; bovine MsrA act: -3

The results go on.
SMILES	Tb MetRS inh	MsrA inhibitor	STEP block	LMPTP block	DNMT1 block	SUMO1 PPI mod	Scp-1 inhibitor	CendR NRP1 mod	E coli Lon inh	bovine MsrA act
Nc1nc(-c2ccccc2)nc2sc3c(c12)CCCC3	-0.5	1.6	2	1.7	-1	0	4	5	-5	-2
Cc1oc(-c2cc(F)ccc2F)nc1CN(C)Cc1ccc2nccnc2c1	0.1	0.8	-1	1.0	7	-11	-11	-5	-4	-2
CCC(c1nnc(SCC(=O)Nc2cccc(S(N)(=O)=O)c2)n1Cc1ccccc1)N(C)C (stereo unspecified)	-0.6	0.1	-2	-0.7	-4	0	-6	-3	1	-5
O=C(O)CCN=C1CCCc2ccccc2N1	-0.9	0.4	2	-0.2	2	3	-2	-2	-7	-5
CCOc1ccc2nc(N(CCN(CC)CC)C(=O)c3cccc([N+](=O)[O-])c3)sc2c1	0.1	1.6	-1	-2.0	0	-13	2	-12	-10	-2
CC12CCC(C(=O)NCc3ccccc3)(OC1=O)C2(C)C (stereo unspecified)	-0.6	-1.1	-2	1.2	4	-1	-6	-3	-3	-10
COc1ccc(C(CNC(=O)c2oc3ccc(F)cc3c2C)N2CCCCC2)cc1 (stereo unspecified)	-0.3	-1.3	-1	-0.2	1	-1	0	0	-4	-2
Cc1ccc(-c2cnn3c(N4CCOCC4)cc(C)nc23)cc1	-1.4	-0.9	1	0.9	-1	5	-1	4	2	-6
CCc1nc(SCC(=O)N2CCc3ccccc32)c2oc3ccccc3c2n1	-0.3	-0.8	4	-1.7	-1	2	-3	0	5	-8
C#CCOCCOCCOCCNc1nc(N2CCOCC2)nc(N2CCN(C(=O)[C@H](CCCCN)n3cc([C@@H](N)CC(C)C)nn3)CC2)n1	-0.4	0.6	-1	-8.1	3	-28	-3	4	-1	-1
CCC(Br)C(=O)Nc1ccc(OC)cc1 (stereo unspecified)	-0.2	-0.6	1	-2.3	0	-1	-10	13	-8	-2
Cn1cc([N+](=O)[O-])c(C(=O)N/N=C/c2ccncc2)n1	0.0	-0.4	-1	-0.5	1	-40	-10	7	-14	0
Cc1ccc(-c2nnc(N3CCC(C)CC3)c3ccccc23)cc1	-0.4	-1.0	4	4.6	2	-4	-1	1	11	4
CCOC(=O)[C@]12CCC=C1N(Cc1cccc3ccccc13)C(=O)[C@H](CC(=O)NCC1CCCCC1)C2	-0.9	0.9	·	4.2	·	3	·	1	-2	-1
CCN(CC)S(=O)(=O)c1ccc(S(=O)(=O)Nc2c(C)nn(C)c2C)cc1	0.3	-0.2	-3	-1.1	0	14	15	-5	6	-3
Cc1ccc(S(=O)(=O)Nc2cccc(C(=O)NCCN3CCOCC3)c2)cc1F	-0.5	0.1	-1	-1.4	0	-6	7	6	10	-10
O=C(NC1CCCC1)c1cccc(S(=O)(=O)N2CCOCC2)c1	-0.4	0.4	0	-1.1	4	0	-5	22	7	-7
COc1ccc(C(=O)COC(=O)c2ccc(OC)c(OC)c2)cc1OC	-1.4	2.3	8	-1.4	0	-2	-2	2	-5	-8
COc1ccc(/C=C(\C#N)C(=O)OCC(=O)NCc2ccccc2OC)cc1	-0.3	0.9	-1	0.9	3	-8	-8	-14	-8	-1
Nc1cccc(Nc2nc(OC(C(F)(F)F)C(F)(F)F)nc(OC(C(F)(F)F)C(F)(F)F)n2)c1	1.5	0.2	3	1.3	1	1	-2	5	18	2
Oc1ccc(Br)cc1/C=N/n1c(COc2ccccc2)n[nH]c1=S	-1.4	-0.2	3	-10.0	0	6	-7	-2	5	-6
Cc1ccc(CSCC(=O)NCCc2ccccc2)cc1	0.4	-0.8	3	2.6	-1	5	-11	-10	4	-2
Cc1cc(C)cc(NC(=O)OCCN2CCN(Cc3ccccc3)CCC2=O)c1	-0.3	0.1	-2	-0.7	1	0	-5	-9	-4	-5
CCCCOC(=O)c1cc(C)nc2ccc(Br)cc12	0.1	-0.8	-1	0.1	3	-18	-3	-6	-11	-1
O=C(C1CCN(S(=O)(=O)N2CCC3(CC2)OCCO3)CC1)N1CCN(Cc2ccccc2)CC1	-0.3	1.7	-8	-0.8	0	-1	-4	4	-1	-3

(continued)
SMILES	Tb MetRS inh	MsrA inhibitor	STEP block	LMPTP block	DNMT1 block	SUMO1 PPI mod	Scp-1 inhibitor	CendR NRP1 mod	E coli Lon inh	bovine MsrA act
COC(CNC(=O)c1ccc2c(c1)nc(C)n2-c1cc(C)cc(C)c1)OC	-1.4	1.2	-2	-0.1	1	0	-13	2	5	-11
CC1=C(C(=O)N2CCCCC2)C(c2cccs2)C2=C(CCCC2=O)N1 (stereo unspecified)	-0.9	1.7	-5	-1.4	-1	-1	-4	-10	-1	-2
Cc1ccsc1C(=O)OCc1cc(=O)n2ccsc2n1	0.0	0.1	1	-0.2	33	2	7	-2	-4	-1
CCOc1ccc2oc(C(=O)OCC(=O)N3CCCC(C)C3)c(C)c2c1 (stereo unspecified)	-0.2	2.7	4	-1.0	-2	2	2	3	0	-11
COc1ccc(C(=O)COC(=O)/C=C/c2ccco2)cc1F	-0.3	0.9	4	5.2	10	-17	18	-31	-19	-3
Cc1ccc2cc(NC(=O)C3(C)CCN(C)C3)ccc2n1 (stereo unspecified)	0.0	1.9	1	-2.0	2	-1	·	3	-7	-1
COC(=O)c1nc(NNC(=O)c2ccccc2)sc1-c1ccccc1	-0.1	1.2	-2	-0.6	-3	-3	-7	1	5	0
COc1ccc2c(C)cc3n[nH]c(=S)n3c2c1	0.2	1.1	-2	4.0	-1	-5	3	-12	-41	4
CCn1c(SCC(=O)NCCc2ccccc2)nc2c([nH]c3ccccc32)c1=O	0.0	1.0	2	0.9	14	-1	-5	-3	-9	-4
Cc1cc2cc3c(cc2nc1SCC(=O)OC(C)C)OCCO3	0.7	1.2	2	2.4	-5	-1	-11	4	8	-3
O=C(Cn1c(=O)c2cccn2c2ccccc21)Nc1cc(F)ccc1F	0.1	0.4	1	1.2	-5	7	-10	-42	-10	1
C=CCn1nc(-c2ccccc2)c(N2CCCCC2)cc1=O	-0.6	1.2	1	0.4	3	3	-8	-4	-6	-5
